TSHR antag – antagonists of human thyroid stimulating hormone receptor; 330,000 compounds, 0.2% hits; TSHR-expressing cells, TSH-stimulated cAMP HTRF, 2 h; active compounds read low; activity change, negative = inhibition, % at 11.5 µM;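 active = activity change below a set negative limit, meaning inhibition stronger than a set level, cut at about -70% in these data; inconclusive = activity change between two set negative limits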; also: % is scaled to controls: 0 for no effect and ±100 for the full control effect
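Competitive HTRF cAMP read-out (cryptate anti-cAMP antibody, cAMP-d2; 30 min, room temperature) in freshly harvested TSHR cells. Compounds added before TSH at EC80 (4nM final), followed by 2 hours' incubation at 37 deg C.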
KCNH2 WT inh – inhibitors of human wildtype KCNH2 potassium channel; 340,000 compounds, 0.37% hits; Q12809; U2OS, BacMam KCNH2, thallium flux FluxOr; active compounds read low; activity change, % at 1.84 µM;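 active = maximum activity change below -70%; inconclusive = maximum activity change between -70% and -50%; inactive = maximum activity change above -50%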; also: % is scaled to controls: 0 for no effect and ±100 for the full control effect
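U2OS cells were transduced with wild-type KCNH2 virus (2.03 x 10^8 / mL) for 4 h at room temperature, then cultured overnight at 37 C. Thallium flux was read with FluxOr dye. Rate constants were normalized to DMSO controls.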
S-ASM inh – human S-ASM enzyme inhibition; 340,000 compounds, 0.006% hits; placental ASM, HMU-PC fluorogenic substrate, 60 min; Potency, µM (top dose mostly 57.5 µM), for the others: at the top dose activity change, negative = inhibition, actives largely listed as inhibitors; also: potency is read from the fitted curve at half-maximal effect
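Human placenta-derived ASM preincubated with compound 10 min at room temperature, then reacted with 9 uM (final) fluorogenic HMU-PC substrate for 60 min at 37 C. Stop solution raises pH to 10; fluorescence read at Ex 386/Em 447 nm.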
Chronic BCR inh – blocks chronic active B-cell receptor signaling; ABC-DLBCL IkBa-CBG/CBR reporter, luminescence ratio, 4 h; Potency, µM (series often up to 46.1 µM), inactives show top-dose ratio change, negative = lower green/red ratio, hits mostly inhibitors; 340,000 compounds, 0.05% hits; active = well fitted inhibition curve with a large enough effect in the signal ratio, with a control signal flat, not every such curve was filed as active; inconclusive = small, poorly fitted or top-dose-only effect, or effect the other way, or a change in a side signal; the % refers to the signal ratio;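 also: potency is read from the fitted curve at half-maximal effect; plate controls were basal doxycycline-induced cells for no effect and cells given 10 µM MG132 for full effect; MG132 reads +100%, hits lower the ratio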
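Compounds up to 46 uM were incubated four hours with TMD8 cells whose green CBG68 luciferase is fused to IkappaBalpha; red CBR luminescence normalised the signal, and concentration-effect curves were fitted to fusion, red and ratio data.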
Mito fusion act – mitochondrial division inhibition or fusion activation; S. cerevisiae fusion-defective mutant growth rescue, CellTiterGlo 48 h; Potency, µM (titrated, usually from 46.1 µM), without a hit: at the top dose growth rescue (activation), hits mostly activators; 320,000 compounds, 0.23% hits; AID 485298;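 also: potency is read from the fitted curve at half-maximal effect; % of control where 0% means no effect; nearly all actives have a fitted effect of over 45% in size; temperature-sensitive fusion mutants such as fzo1-1 at 37 °C on non-fermentable ethanol glycerol medium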
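Temperature-sensitive fusion-defective S. cerevisiae (e.g. fzo1-1, mgm1-5) were grown with compound in YPEG medium (3% ethanol, 3% glycerol) for 48 hours at 37C. Growth rescue was measured as viability by CellTiterGlo luminescence after 10 minutes at ambient.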
PKM2 activator – activators of human pyruvate kinase M2; P14618; Potency, µM (top dose mostly 57.5 µM), for inactives: at the highest dose activation, hits mostly activators; 260,000 compounds, 0.34% hits; purified PKM2, Kinase-Glo ATP luminescence, activation; response scale: 0% is enzyme alone, no compound; also: potency is read from the fitted curve at half-maximal effect; % is scaled to controls: 0 for no effect and ±100 for the full control effect; nearly all actives have a fitted effect of over 55% in size
Target sequence (P14618 whole entry, looked up): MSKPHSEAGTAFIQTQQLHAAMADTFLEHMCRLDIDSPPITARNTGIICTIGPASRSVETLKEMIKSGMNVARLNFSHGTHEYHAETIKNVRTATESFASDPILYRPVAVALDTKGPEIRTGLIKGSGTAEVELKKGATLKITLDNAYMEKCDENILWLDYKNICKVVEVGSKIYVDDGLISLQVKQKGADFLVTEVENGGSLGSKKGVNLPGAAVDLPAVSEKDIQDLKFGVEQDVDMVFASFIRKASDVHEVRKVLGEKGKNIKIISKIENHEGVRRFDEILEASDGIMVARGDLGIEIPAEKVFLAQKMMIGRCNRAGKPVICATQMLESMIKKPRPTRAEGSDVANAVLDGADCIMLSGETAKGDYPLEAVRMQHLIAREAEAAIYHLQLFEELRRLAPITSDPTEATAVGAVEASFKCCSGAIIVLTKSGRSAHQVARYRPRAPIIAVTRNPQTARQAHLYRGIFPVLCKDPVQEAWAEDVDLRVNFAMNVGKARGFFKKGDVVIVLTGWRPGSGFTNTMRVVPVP
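ATP formation by purified human PK-M2, quantified via coupled luciferase luminescence after 1 h at room temperature with 0.1 mM ADP and 0.5 mM PEP final.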
MBNL1 CUG block – blocks human MBNL1 binding to CUG repeat RNA | AID 2675 | Q9NR56 | Potency, µM (series often up to 57.5 µM), for the others: at the top dose activity change, negative = inhibition, usual class: inhibitors | TR-FRET MBNL1-His/biotin-(CUG)12 binding, 665/545 ratio | 280,000 compounds, 0.036% hits; active = well fitted inhibition curve with a large enough effect in the signal ratio, with a control signal flat, not every such curve was filed as active; inconclusive = small, poorly fitted or top-dose-only effect, or effect the other way, or a change in a side signal; inactive = no such curve, though single readings can be large or run the other way; the % refers to the signal ratio; also: potency is read from the fitted curve at half-maximal effect; % is scaled to controls: 0 for no effect and ±100 for the full control effect
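Compound titration spanned 92 nM–58 uM against the MBNL1-His/biotin-(CUG)12 complex. After 60 min at room temperature with 5 nM streptavidin-XL665 and 0.055 ng/ul terbium anti-His, ratiometric 665/545 nm emission (Ex 340 nm) normalized to controls.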
USP2a block – USP2a (human) protease inhibition; Potency, µM (top dose mostly 38.3 µM), for the others: at the highest dose activity change, negative = inhibition, usual class: inhibitors; USP2 core, Ub-CHOP2 coupled fluorogenic reporter, 485/531; 330,000 compounds, 0.01% hits; O75604;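 also: potency is read from the fitted curve at half-maximal effect; plate controls were DMSO wells for no effect and full inhibition by NEM control for full effect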
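Deubiquitinase activity read as fluorescence (485/531 nm) after Ub-CHOP2 cleavage activates the enterokinase reporter on its substrate; USP2 core 10nM, Ub-CHOP2 and substrate 25nM each, 30min compound preincubation then 60min RT; data normalized to NEM, curves fitted.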
GALK inhibitor – inhibitors of human galactokinase. P51570. Purified GALK, Kinase-Glo residual ATP luminescence. Potency, µM (doses to about 57.5 µM), for the others: at the highest dose activity change, negative = inhibition, actives largely listed as inhibitors. 270,000 compounds, 0.007% hits. AID 1868; also: potency is read from the fitted curve at half-maximal effect; % is scaled to controls: 0 for no effect and ±100 for the full control effect
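Luminescence from leftover ATP (Ultra-Glo luciferase/luciferin) served as read-out after a 1 h room-temperature reaction of 5 nM GALK with 35 uM ATP and 100 uM galactose.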
Menin-MLL TR inh – inhibitors of human menin-MLL interaction, mutant MLL peptide; O00255; Menin + Texas Red MLL mutant peptide, fluorescence polarization; Potency, µM (titrated, usually from 61.6 µM), without a hit: top-dose FP activity change, negative = inhibition, actives largely listed as inhibitors; 270,000 compounds, 0.23% hits; active = well fitted inhibition curve with a large enough effect in the polarisation, with a control signal flat, not every such curve was filed as active; inconclusive = small, poorly fitted or top-dose-only effect, or effect the other way, or a change in a side signal; inactive = no such curve, though single readings can be large or run the other way; the % refers to the polarisation; also: potency is read from the fitted curve at half-maximal effect; % of control where 0% means no effect; many of its hits are not listed in these tables
Target sequence (O00255 whole entry, looked up): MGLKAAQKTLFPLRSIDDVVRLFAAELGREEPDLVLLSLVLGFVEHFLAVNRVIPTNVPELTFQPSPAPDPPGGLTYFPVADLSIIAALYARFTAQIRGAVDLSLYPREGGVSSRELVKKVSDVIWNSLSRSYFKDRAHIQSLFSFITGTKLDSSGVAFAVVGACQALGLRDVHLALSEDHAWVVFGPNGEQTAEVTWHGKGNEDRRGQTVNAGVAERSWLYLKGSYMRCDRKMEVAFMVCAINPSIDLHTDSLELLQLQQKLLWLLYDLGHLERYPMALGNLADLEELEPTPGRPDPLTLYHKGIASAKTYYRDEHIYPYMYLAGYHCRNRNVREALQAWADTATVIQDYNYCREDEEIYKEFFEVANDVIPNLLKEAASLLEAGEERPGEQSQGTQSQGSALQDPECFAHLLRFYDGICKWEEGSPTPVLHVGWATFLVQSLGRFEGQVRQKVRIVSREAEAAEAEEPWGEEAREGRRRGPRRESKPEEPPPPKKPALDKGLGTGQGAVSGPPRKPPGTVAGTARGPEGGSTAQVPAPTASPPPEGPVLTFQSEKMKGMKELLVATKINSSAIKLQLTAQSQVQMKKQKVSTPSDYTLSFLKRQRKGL
Eya2 inh – blocks the phosphatase activity of human Eya2. O00167. recombinant Eya2, OMFP fluorescence dephosphorylation (OMFP is methylfluorescein phosphate). Potency, µM (top dose mostly 76.9 µM), without a hit: at the highest dose activity, negative = inhibition, usual class: inhibitors. 330,000 compounds, 0.006% hits. AID 488837; also: potency is read from the fitted curve at half-maximal effect; % is scaled to controls: 0 for no effect and ±100 for the full control effect
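Eya2 protein (added as 0.2 uM solution) was preincubated with compound for 10 min at ambient temperature in 50 mM HEPES pH 7.5, 50 mM NaCl, 5 uM MgCl2, 0.05% BSA, 1 mM DTT. OMFP (added at 50 uM) then reacted 10 min; fluorescence read at 485/525 nm.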
An asterisk follows results filed as active; ? = inconclusive; . = no result given; [ ] = another dose, or the depositor's remark. Unless noted, calls follow the shape of the dose curve; as a rule, active = well fitted curve in the direction sought with a large enough effect; inconclusive = small, poorly fitted or top-dose-only effect, or another doubt; inactive = no such curve, though single readings can be large; an effect the other way counts as inactive or inconclusive. The list is partial (hit frequency here may not be typical).

SMILES	TSHR antag	KCNH2 WT inh	S-ASM inh	Chronic BCR inh	Mito fusion act	PKM2 activator	MBNL1 CUG block	USP2a block	GALK inhibitor	Menin-MLL TR inh	Eya2 inh
COc1cc(OC)c(NC(=O)c2cncn2-c2ccc(F)cc2)cc1Cl	44.1	-7.8	-0.5%	0.1%	?	-3.2%	-2.0%	3.8%	-1.8%	28.9%	7.0%
O=C(NCc1cccnc1)C1CCN(S(=O)(=O)c2cc([N+](=O)[O-])ccc2Cl)CC1	-8.7	-3.3	0.7%	-13.3%	.	.	.	0.0%	.	.	-0.6%
Cc1ccc(-c2ccc(=O)n(CC(=O)NCCN3CCCCC3C)n2)cc1 (stereo not drawn)	-2.5	1.2	-1.6%	1.9%	-0.2%	-2.7%	13.1%	-0.6%	-1.5%	-6.5%	?
CCCN1CCc2c(sc(NC(=O)C3CCN(S(=O)(=O)c4cccs4)CC3)c2C(N)=O)C1	-2.7	15.6	102.0%[activator]	0.1%	8.0%	.	.	-3.4%	.	.	16.3%
CCOc1ccc(N/C(N)=N/c2nc(C)cc(C)n2)cc1	-6.8	-0.4	0.9%	0.8%	0.5%	3.0%	-9.9%	0.2%	5.6%	-9.1%	-2.2%
Cc1cc(NC(=O)/C=C\C(=O)O)c([N+](=O)[O-])cc1C	-12.0	1.2	2.0%	-10.4%	-4.8%	2.3%	?	-1.9%	-1.8%	.	-10.0%
O=C(CCN=C1NS(=O)(=O)c2ccccc21)N1CCc2ccccc2C1	-10.5	-5.1	2.1%	0.8%	3.1%	19.4%	-0.3%	-0.6%	7.6%	4.2%	-3.1%
CCCOc1ccc(NC(=O)C2CC(=O)N(C)C(=Nc3cccc(OC)c3)S2)cc1 (stereo not drawn)	8.6	3.4	-8.0%	?	2.9%	-5.0%	2.7%	-0.4%	6.3%	?	8.2%
COc1ccc(C(=O)NC2CC2)cc1OC1CCN(Cc2ccccc2)CC1	23.9	-22.7	-0.1%	0.0%	3.5%	-8.5%	-4.6%	-0.7%	0.1%	.	-10.9%
CCCCCCC(C)NC(=S)Nc1cc(S(=O)(=O)N(C)C)ccc1C (stereo not drawn)	7.5	1.7	.	-9.3%	-7.3%	-0.1%	-12.3%	-1.8%	0.5%	12.1%	0.2%
Cc1cc2c(cc1S(=O)(=O)NCc1ccccc1)n(C)c(=O)c(=O)n2C	47.7	1.8	7.3%	-7.4%	-0.8%	29.0%	-18.2%	0.9%	.	-27.8%	-1.7%
C[C@@]12C(=O)Nc3cc(Cl)ccc3C(=O)N1[C@H]1c3ccccc3OC[C@@H]1[C@@H]2c1ccccc1	2.0	2.2	-2.4%	?	24.0%	.	.	-4.2%	.	.	-21.4%
Cc1ccccc1C(=O)N1CCC(C(=O)Nc2nccs2)CC1	5.4	-3.4	3.0%	4.5%	15.7%	-2.0%	-10.3%	0.4%	3.7%	-1.4%	-6.5%
CS(=O)(=O)N(Cc1ccc(Cl)cc1)c1ccc(C(=O)N2CCN(c3ccccc3)CC2)cc1	-1.4	-6.9	-18.6%	?	-7.6%	3.5%	1.7%	-0.7%	3.0%	6.1%	-14.1%
CC(=O)Oc1ccc(C(=O)[C@H]2[C@H]3C(=O)N(c4ccccc4)C(=O)[C@H]3[C@@H]3C=CC=NN32)cc1	-0.1	5.6	5.3%	-2.5%	-2.7%	21.2%	15.9%	0.6%	1.6%	-19.5%	2.5%
CN1C(=O)/C(=C/c2ccc(O)c([N+](=O)[O-])c2)N(C)C1=S	11.6	2.6	-3.9%	-6.2%	5.0%	-12.0%	?	3.0%	2.4%	?	5.8%
Cc1cnc(C(=O)OCC(=O)N=c2sccn2Cc2ccccc2Cl)cn1	18.2	-7.4	3.9%	2.7%	1.3%	-3.7%	-0.1%	-0.7%	-4.0%	-17.7%	1.1%
O=C(OCCCOC(=O)c1ccc(Br)o1)c1ccc(Br)o1	1.9	-3.6	.	1.5%	?	.	.	0.0%	.	.	3.3%
Cc1cccc(C(=O)N=c2sccn2C)c1[N+](=O)[O-]	-1.2	-30.4	0.2%	-12.9%	-1.3%	-2.6%	3.3%	0.8%	-7.0%	.	-5.9%
NC(=O)C1CCN(C(=O)c2ccc(Oc3cc(Cl)cc(Cl)c3)o2)CC1	0.2	-7.3	2.4%	-7.5%	-8.5%	-4.6%	.	-0.5%	1.6%	.	5.9%
C#CCNC(=O)C1=C[C@H](c2ccc(Br)cc2)C[C@H](OCCCCO)O1	-0.6	.	5.4%	8.9%	-1.7%	3.5%	10.9%	-0.3%	1.8%	-6.4%	14.4%
COc1ccccc1OCCNC(=O)Cc1ccc(Cl)c(Cl)c1	-10.3	13.8	0.0%	3.6%	-0.8%	4.0%	7.6%	2.4%	-1.0%	0.4%	2.3%
NC(=O)CCCn1c(C(=O)c2cc(Cl)c(N)c(Cl)c2)c2ccc([N+](=O)[O-])cc2[n+]1[O-]	-15.1	-1.4	-14.5%	-15.4%	-12.7%	.	.	0.9%	.	.	-1.5%
CCOc1ccc(C(C)NC(=O)c2cc(=O)[nH]c3ccccc23)cc1OCC (stereo not drawn)	-8.6	3.0	-2.4%	-0.4%	-1.0%	0.9%	-4.0%	3.3%	3.1%	17.0%	10.0%
CC(C)c1nc2sc3c(c2c(=O)[nH]1)CC(C)(C)OC3	1.1	-2.0	3.6%	2.0%	-3.7%	.	-6.6%	1.2%	.	-10.1%	1.1%
O=C(NCC(=O)N(c1cccc(F)c1)C(C(=O)NC1CCCC1)c1cccnc1)c1cccs1 (stereo not drawn)	19.4	6.7	-1.6%	-4.3%	5.2%	.	-4.4%	0.9%	0.8%	0.3%	9.4%
COc1ccc(C(C(=O)NC2CCCCC2)N(C(=O)c2ccccn2)c2cccnc2)c(OC)c1 (stereo not drawn)	5.9	0.1	8.5%	1.7%	-7.9%	0.4%	2.2%	0.0%	-1.3%	0.5%	0.1%
Nn1c(SCc2ccc(Br)cc2)nnc1-c1ccccn1	-4.6	-10.8	2.9%	-2.9%	26.5%	-1.1%	-3.1%	7.8%	-0.8%	-3.1%	-2.0%
CN(C)C(=O)COc1ccc2c(-c3ccccc3)cc(=O)oc2c1	-3.3	-15.3	0.0%	-4.0%	-1.4%	1.6%	?	0.2%	-2.7%	-14.5%	1.9%
COc1ccc(-c2c(NC(=O)c3ccco3)n(-c3ccc(C)cc3)nc(C)c2=O)cc1	18.1	-1.4	-0.1%	-3.4%	-5.1%	-7.8%	-10.9%	1.2%	-2.0%	.	-19.9%
CCOC(=O)c1cccc(NC(=O)CN(C)S(=O)(=O)c2cnc[nH]2)c1	-3.4	-0.2	1.3%	0.5%	3.5%	0.0%	-6.4%	-0.5%	-0.6%	11.9%	-15.4%
O=c1[nH]c(CCl)nc2cc(-c3ccc(Cl)cc3)sc12	-2.5	18.9	-0.5%	?	-6.2%	-17.6%	?	3.0%	-0.1%	.	-29.4%
Cc1ccc(CNC(=O)CSc2ncc(C(=O)Nc3ccccc3)c(=O)n2C)cc1	6.9	14.1	-1.2%	0.0%	-3.2%	.	.	1.8%	.	.	5.2%
COc1ccccc1CNC(=O)CN1C(=O)NC2(CCOc3ccccc32)C1=O (stereo not drawn)	153.5	-7.7	5.1%	0.1%	.	.	.	2.6%	.	.	-10.3%
Cc1cc2nc(CSc3ccc(Cl)cc3)cc(=O)n2[nH]1	-3.8	-0.9	3.9%	?	-0.9%	-2.2%	1.2%	4.5%	-0.3%	?	13.6%
O=C(NC(=S)NNC(=O)c1ccccc1[N+](=O)[O-])c1ccc(Br)cc1	-10.7	1.1	-5.6%	-20.2%	3.1%	0.6%[11.5 µM]	10.1%	0.6%	-0.2%	?	-0.3%
Cc1cccc(C)c1NC(=O)COC(=O)c1cc(-c2cccnc2)nc2ccccc12	-11.2	-3.6	1.8%	6.8%	4.8%	-11.4%	?	5.3%	-0.7%	13.1%	6.3%
Cc1cc(OCCOCCNCc2ccccc2)ccc1C(C)C	2.3	5.9	1.3%	?	-12.3%	9.6%	-0.9%	4.1%	0.8%	-11.3%	-4.9%
